PERK inh = human PERK inhibition, primary cell-based screen | Q9NZJ5 | CHO PERK-DD fusion, SEAP luminescence translation reporter | inhibition, % at 5.6 µM | 0.17% of 220,000 active | AID 1416;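 active = inhibition above the mean inhibition of all tested compounds plus 3 SD, set separately per screening campaign, cut at about 2.9% in these data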;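 note: PERK kinase domain activated by AP20187 dimerizer at 100 nM; 0% = DMSO with dimerizer and 100% = rapamycin at 8.4 µM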
thrombin 1536 = blocks human thrombin protease activity | P00734 | alpha-thrombin, Boc-VPR-AMC fluorogenic substrate cleavage | inhibition, % at 5 µM | 0.26% of 220,000 active;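 active = inhibition at or above 40%; inactive = inhibition below 40%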;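 note: 0% = enzyme with no compound and 100% = wells without enzyme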
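System – human alpha-thrombin · Medium – pH 7.5 Tris (50 mM) with NaCl 150 mM, Tween 20 0.05% · Compound – single-point dosing at 5 µM, 0.2% DMSO · Incubation – enzyme reaction carried out at room temperature · Technique – fluorescence of released AMC, ex 355 nm, em 460 nm · Read-out basis – % inhibition of thrombin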
Cl transport mod = modulators of human KCC2 chloride dependent transport; B-score of Tl+ flux slope (higher = more flux/activation; lower = inhibition) at 10 µM; KCC2 cells, thallium flux FluoZin-2 fluorescence; Q9H2X9; 2.2% of 190,000 active;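 active = thallium flux slope and its plate-corrected score both differing from the plate sample mean at a set confidence after two filtering rounds, in either direction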;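 note: slope of fluorescence scaled to starting intensity during 10 to 20 s after thallium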
KLK5 inh = kallikrein 5 (human) inhibition | recombinant hK5, fluorogenic AMC substrate cleavage | inhibition, % at 5 µM | 0.59% of 210,000 active | AID 873;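 active = inhibition of 40% or more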;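 note: 0% = enzyme controls without compound and 100% = no-enzyme blanks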
Target sequence (Q9Y337 67-293 limits assumed): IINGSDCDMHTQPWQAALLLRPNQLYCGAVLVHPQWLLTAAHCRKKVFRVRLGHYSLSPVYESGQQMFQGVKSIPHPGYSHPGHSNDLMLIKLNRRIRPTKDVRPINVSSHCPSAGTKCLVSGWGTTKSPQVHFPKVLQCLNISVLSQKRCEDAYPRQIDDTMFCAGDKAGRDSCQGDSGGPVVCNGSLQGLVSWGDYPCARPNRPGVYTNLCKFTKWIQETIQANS
FXIa inh = inhibitors of human coagulation factor XIa; inhibition, % at 5 µM; purified FXIa, Boc-Glu-Ala-Arg-AMC fluorogenic substrate; 0.14% of 220,000 active; P03951;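 active = inhibition of at least 40%; inactive = inhibition below 40%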;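 note: fluorescence of freed AMC excited at 355 nm; 0% = enzyme without compound and 100% = no enzyme blank; many of its hits are not listed in these tables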
Wee1 degr inh = blocks degradation of human Wee1 kinase | HeLa Luc-Wee1K328M stability, luciferase luminescence; 100% = proteasome inhibitor MG132 effect | reporter increase, % at 5 µM | P30291 | 1.2% of 220,000 active;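 active = activation above the mean of all tested compounds plus 3 SD, set per screening run, cut at about 8.8% in these data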;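 note: cells exposed to compound for 20 h before luminescence read; 0% = DMSO alone and 100% = MG132 at 30 µM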
FXIIa inh = inhibitors of human coagulation factor XIIa; P00748; purified FXIIa, Boc-QGR-AMC fluorogenic substrate, 2 h; inhibition, % at 5 µM; 0.3% of 220,000 active; in the data active = inhibition above about 40%;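 note: 0% = enzyme with no compound and 100% = blank without enzyme; many of its hits are not listed in these tables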
p97 ATPase inh = human p97 ATPase inhibition; 0.42% of 220,000 active; P55072; inhibition, % at 8 µM; recombinant p97 ATPase, Kinase-Glo ATP luminescence, 3 h; in the data active = inhibition above about 15%;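 note: 0% = DMSO vehicle and 100% = wells lacking enzyme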
Target sequence (P55072 whole entry, looked up): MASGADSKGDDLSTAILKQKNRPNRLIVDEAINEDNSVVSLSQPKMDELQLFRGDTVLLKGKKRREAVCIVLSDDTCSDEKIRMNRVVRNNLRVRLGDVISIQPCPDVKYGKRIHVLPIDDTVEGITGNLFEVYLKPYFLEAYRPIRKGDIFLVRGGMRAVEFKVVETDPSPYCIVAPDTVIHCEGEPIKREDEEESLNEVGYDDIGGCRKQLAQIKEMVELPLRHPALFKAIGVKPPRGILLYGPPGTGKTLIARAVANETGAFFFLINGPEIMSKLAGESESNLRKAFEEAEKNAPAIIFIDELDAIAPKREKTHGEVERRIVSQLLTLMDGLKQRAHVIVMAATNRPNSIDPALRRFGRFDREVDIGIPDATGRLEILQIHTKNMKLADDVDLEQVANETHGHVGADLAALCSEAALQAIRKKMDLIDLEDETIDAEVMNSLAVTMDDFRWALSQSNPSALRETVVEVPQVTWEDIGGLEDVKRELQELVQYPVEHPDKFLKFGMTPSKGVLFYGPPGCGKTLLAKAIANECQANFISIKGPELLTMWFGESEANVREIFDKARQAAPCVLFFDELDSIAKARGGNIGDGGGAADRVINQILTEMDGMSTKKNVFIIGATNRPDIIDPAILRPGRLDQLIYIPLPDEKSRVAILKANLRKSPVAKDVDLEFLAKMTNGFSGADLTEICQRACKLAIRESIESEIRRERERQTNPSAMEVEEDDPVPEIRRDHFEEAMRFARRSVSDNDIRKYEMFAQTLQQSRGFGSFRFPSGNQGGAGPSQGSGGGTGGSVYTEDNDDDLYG
Furin inh = blocks human furin protease activity; inhibition, % at 30 µM; P09958; purified furin, fluorogenic substrate cleavage; AID 463115; 0.061% of 220,000 active; in the data active = inhibition above about 25%; note: inactives centre near -15
Active calls of the source: *; x = no result given; [ ] = remark or other dose. An excerpt (hit frequency here may not be typical).

(1) CCn1c(P(C)(=O)O)nc2ccccc21
(2) Cc1c(C(=O)N2CCC3(CC2)OCCO3)oc2ccc(S(=O)(=O)N3CCCCC3)cc12
(3) CCN(CC)P(=O)(c1nccn1C)N(CC)CC
(4) COCCOC(=O)C1=C(N)Oc2c(c(=O)oc3ccccc23)C1c1ccncc1 (stereo unspecified)
(5) COc1cccc(N2CCN(Cc3ccc(Cl)cc3)CC2)c1
(6) COc1ccc2c(c1)NP(=S)(Oc1ccccc1)N2 (stereo unspecified)
(7) O=C(Cc1ccccc1)N1CCN(C2CCCC2)CC1
(8) O=c1[nH]c(=S)[nH]c(O)c1/C=N/N1CCOCC1
assay / entry	1	2	3	4	5	6	7	8
PERK inh	0.1	-0.2	-0.4	0.2	0.0	-0.6	1.3	-0.7
thrombin 1536	-8.2	0.8	-8.2	-1.8	1.6	-8.4	-6.1	2.1
Cl transport mod	0.404	0.32	0.553	0.285	x	0.23	x	-0.0349
KLK5 inh	10.7	-1.7	7.6	1.9	-7.8	-14.7	-5.3	0.7
FXIa inh	-7.3	3.3	5.6	6.6	5.4	0.9	1.0	4.0
Wee1 degr inh	-3.2	-2.2	4.0	0.9	0.6	0.3	1.8	-1.1
FXIIa inh	3.9	8.3	9.4	7.1	13.5	3.6	11.9	10.4
p97 ATPase inh	7.5	-4.3	-0.3	6.3	1.5	8.3	2.3	9.2
Furin inh	-12.9	-12.4	-7.1	-21.4[20 µM]	-14.5	-8.8	-21.6[20 µM]	-6.2

(9) O=c1[nH]c(=O)n(CCC2=CCCCC2)c(O)c1C=Nc1cccc(F)c1
(10) CCCC(C)(COC(N)=O)COC(=O)NC(C)C (stereo unspecified)
(11) O=[N+]([O-])c1ccc(N2CCNCC2)cc1NCc1ccco1
(12) C=CCn1c(O)c(C=NCCCn2ccnc2)c(=O)[nH]c1=O
(13) COc1cc(C(=O)N/N=C/C23CC[C@@H](O)CC2(O)CC[C@@H]2[C@@H]3CCC3(C)C(C4=CC(=O)OC4)CCC23O)ccc1O (stereo partly specified)
(14) C=CCn1c(O)c(C=Nc2c(C)n(C)n(-c3ccccc3)c2=O)c(=O)[nH]c1=O
(15) CCC(=O)OC1(c2ccccc2)CCN(C)CC1C (stereo unspecified)
(16) C/C(CC(c1ccccc1)c1c(O)c2ccccc2oc1=O)=N\Nc1ccc([N+](=O)[O-])cc1[N+](=O)[O-] (stereo unspecified)
assay / entry	9	10	11	12	13	14	15	16
PERK inh	1.2	0.6	-1.1	1.4	-0.6	1.6	1.7	0.9
thrombin 1536	4.9	-0.6	-6.5	-10.0	-5.3	-2.8	-4.0	-1.3
Cl transport mod	-0.0169	-0.424	-0.798	0.635	-0.00132	0.139	0.152	-1.61
KLK5 inh	-0.7	-8.0	-5.9	-0.2	1.3	0.6	-1.0	4.6
FXIa inh	6.2	4.9	6.9	0.8	-0.1	0.8	-4.2	3.5
Wee1 degr inh	-0.7	-0.7	-1.5	-0.6	-1.6	-3.0	-4.8	5.4
FXIIa inh	19.8	14.4	8.3	3.4	1.0	7.5	6.9	14.3
p97 ATPase inh	2.2	2.4	6.8	6.8	7.4	7.9	4.6	2.5
Furin inh	-14.8[20 µM]	-17.1	11.9	-15.7	-16.9	1.8	-21.8	-9.8

(17) Cc1ccc(CN2CCN(Cc3ccccc3F)CC2)cc1
(18) Cc1cc(N2CCCCC2)ccc1C=C1C(=O)N(C)C(=S)N(C)C1=O
(19) COC(=O)C(C)Oc1cc(C)cc2oc(=O)c3c(c12)CCCC3 (stereo unspecified)
(20) Cc1c(N=Cc2c(O)n(C)c(=O)[nH]c2=O)c(=O)n(-c2ccccc2)n1C
(21) CCn1c(O)c(C=NCCN2CCOCC2)c(=O)n(CC)c1=S
(22) COc1nc2ccccc2c(=O)n1-c1ccc(C)cc1
(23) COc1ccc(C(c2c(O)c3ccccc3oc2=O)c2c(C)n(C)n(-c3ccccc3)c2=O)cc1 (stereo unspecified)
(24) NS(=O)(=O)c1ccc(N2CCNCC2)cc1
assay / entry	17	18	19	20	21	22	23	24
PERK inh	-0.2	1.1	-0.7	0.3	0.4	-0.3	1.7	1.3
thrombin 1536	-0.2	4.3	-0.2	-9.3	-1.4	-9.8	-2.4	-4.1
Cl transport mod	-1.17	0.37	x	-0.0569	-0.626	0.979	1.93	0.708
KLK5 inh	-2.9	-21.0	-12.9	36.9	3.6	-18.9	-16.7	-3.9
FXIa inh	-5.6	22.7	-11.2	-18.8	2.6	-15.9	5.0	4.1
Wee1 degr inh	2.0	5.4	1.9	5.6	-1.9	-1.0	-0.3	-0.5
FXIIa inh	1.2	27.6	-8.6	1.5	10.0	-8.3	8.9	7.8
p97 ATPase inh	0.4	0.7	-2.1	3.2	8.5	-6.3	3.8	4.1
Furin inh	-17.8	-5.3	6.2[20 µM]	4.1	0.4	-5.4	-40.0	-20.2

Of the compounds above, these contain a halogen.
(5) COc1cccc(N2CCN(Cc3ccc(Cl)cc3)CC2)c1
(9) O=c1[nH]c(=O)n(CCC2=CCCCC2)c(O)c1C=Nc1cccc(F)c1
(17) Cc1ccc(CN2CCN(Cc3ccccc3F)CC2)cc1
assay / entry	5	9	17
PERK inh	0.0	1.2	-0.2
thrombin 1536	1.6	4.9	-0.2
Cl transport mod	x	-0.0169	-1.17
KLK5 inh	-7.8	-0.7	-2.9
FXIa inh	5.4	6.2	-5.6
Wee1 degr inh	0.6	-0.7	2.0
FXIIa inh	13.5	19.8	1.2
p97 ATPase inh	1.5	2.2	0.4
Furin inh	-14.5	-14.8[20 µM]	-17.8

(listing goes on)
(25) COc1ccc(OC)c(CN2CCCC(C(=O)c3sccc3C)C2)c1 (stereo unspecified)
(26) CC1(C)CC2(CCO1)NCCN1C(=O)CSC12 (stereo unspecified)
(27) O=c1[nH]c(=S)n(-c2ccccc2F)c(O)c1C=NCc1ccco1
(28) COc1ccc(C(CC(=O)N2CCC3(CC2)OCCO3)NS(=O)(=O)c2ccc(C)cc2)cc1 (stereo unspecified)
(29) C/C(=N\N1CCCCCC1)c1c(O)n(-c2ccccc2C)c(=O)[nH]c1=O
(30) COc1ccc(N2C(=O)/C(=C/c3cc(C)n(-c4ccc(C)cn4)c3C)C(=O)NC2=S)c(OC)c1
(31) COc1cccc(-n2c(C)nc3ccccc3c2=O)c1
(32) CNC(=O)ON(C(=O)NC)C1N(C)C(=S)SC1(C)C (stereo unspecified)
assay / entry	25	26	27	28	29	30	31	32
PERK inh	-1.1	0.5	1.2	-1.2	-1.2	-0.1	-0.5	0.6
thrombin 1536	-2.7	-2.1	-5.3	-11.8	-5.9	-8.4	3.2	-15.3
Cl transport mod	-2.34	x	-0.015	-0.665	0.862	-0.226	0.226	0.197
KLK5 inh	3.0	4.6	-13.8	-15.1	0.0	-13.4	-7.1	-19.7
FXIa inh	4.6	-0.2	7.0	-0.1	8.8	-13.2	3.4	-5.6
Wee1 degr inh	-1.7	-1.9	-4.2	2.3	3.4	-2.2	2.5	-2.5
FXIIa inh	10.9	-0.1	5.1	-3.6	8.0	-4.0	13.7	16.4
p97 ATPase inh	3.0	-1.1	3.6	0.4	0.7	4.3	3.4	-0.5
Furin inh	-12.0	-23.8	-7.3	-27.4	-14.3	-4.5	-17.9[20 µM]	-26.4

(33) O=C(COc1ccc(Cl)cc1)N1CCN(C/C=C/c2ccccc2)CC1
(34) CN(C)C(=O)Oc1c(Cl)cc(Cl)c2cccnc12
(35) C[C@@H]1O[C@@H](O[C@H]2C[C@@H](O)[C@]3(CO)[C@H]4[C@H](O)C[C@]5(C)[C@@H](C6=CC(=O)OC6)CC[C@]5(O)[C@@H]4CC[C@]3(O)C2)[C@H](O)[C@H](O)[C@H]1O
(36) Cc1nnc(SCc2nc3ccccc3c(=O)n2-c2ccccc2Cl)n1N
(37) O=P(Nc1ccccc1Cl)(c1ccccc1)c1nc2c(s1)CCCC2 (stereo unspecified)
(38) CN1CCN(CC(=O)Nc2ccc(Cl)cc2C(=O)c2ccccc2)CC1
(39) Cc1cccc(-n2c(C)nc3ccccc3c2=O)c1C
(40) O=C(N/N=C\C1C(=O)NC(=S)N(c2ccccc2)C1=O)c1ccc(O)cc1 (stereo unspecified)
assay / entry	33	34	35	36	37	38	39	40
PERK inh	-0.6	1.2	2.1	1.3	-0.1	-1.3	1.4	0.3
thrombin 1536	-1.6	-3.9	-0.1	-4.6	4.3	3.9	-8.1	-18.5
Cl transport mod	x	-0.178	0.456	-0.467	-1.55	x	x	-0.0262
KLK5 inh	3.1	-2.8	-2.0	-8.3	-9.6	4.9	-0.1	-18.1
FXIa inh	7.0	-2.6	9.1	-3.6	1.0	18.6	-3.1	-8.6
Wee1 degr inh	17.4*	2.1	-4.1	1.2	1.2	0.1	2.2	3.9
FXIIa inh	8.9	3.2	13.7	12.8	21.3	25.3	5.9	1.7
p97 ATPase inh	-5.2	3.4	7.6	1.9	-0.9	-5.5	3.8	7.8
Furin inh	-11.2[20 µM]	-28.6	-12.1	26.4*[20 µM]	0.5[20 µM]	-16.1[20 µM]	-18.4	-1.7

(41) O=C1NC(=O)C(CCc2ccncc2)(CCc2ccncc2)C(=O)N1Cc1ccccc1
(42) CN(C)CCN=Cc1c(O)n(C2CCCCCC2)c(=O)[nH]c1=O
(43) COC1=CC(=O)OC(/C=C/c2ccccc2)C1 (stereo unspecified)
(44) CN1C(=O)C(=Cc2cccnc2)C(=O)N(C)C1=O
(45) OCC1(CO)COC(c2cccnc2)N1 (stereo unspecified)
(46) O=[N+]([O-])c1ccc(NCCO)c2ncccc12
(47) Cc1cccc(OP(=O)(Nc2cccnc2)Oc2cccc(C)c2)c1
(48) CC(C)NC(C)C(=O)c1ccc2ccccc2c1 (stereo unspecified)
assay / entry	41	42	43	44	45	46	47	48
PERK inh	-0.3	0.6	2.0	0.7	2.3	0.5	0.1	1.0
thrombin 1536	-10.4	-0.7	-0.2	-6.9	-2.0	6.7	4.8	-7.5
Cl transport mod	-2.61	0.881	0.0628	1.25	0.208	0.188	1.97	1.4
KLK5 inh	-4.5	6.2	-11.2	-2.3	-7.0	1.5	0.9	-3.4
FXIa inh	-5.7	5.4	8.3	-12.8	-3.2	9.3	10.6	-1.7
Wee1 degr inh	0.2	-1.2	-1.1	-3.5	-2.2	-2.4	-4.5	0.2
FXIIa inh	3.7	12.1	9.8	0.7	7.9	17.5	9.3	9.3
p97 ATPase inh	-3.2	5.1	6.8	11.7	4.9	5.5	-0.6	2.1
Furin inh	-19.8	-20.7	-13.9	-17.6	-12.0	1.6	-4.6	-19.1

Bioassay records (PubChem BioAssay)
